Compound activity: PubChem, several laboratories
SR-BI DiI inh: inhibitors of mouse SR-BI mediated HDL lipid uptake; Q61009; ldlA[mSR-BI] CHO cells, DiI-HDL uptake fluorescence, 3 h; inhibition, % at 12.5 µM; 320,000 compounds, 0.96% hits; AID 488896;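 active means mean replicate inhibition of at least 70% and a set share of replicates each scoring 70 or more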;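 further: 0% = median of neutral control wells and 100% = median of positive control wells; values of inactives mirror those of a sister screen read the other way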
Target sequence (Q61009 whole entry, looked up): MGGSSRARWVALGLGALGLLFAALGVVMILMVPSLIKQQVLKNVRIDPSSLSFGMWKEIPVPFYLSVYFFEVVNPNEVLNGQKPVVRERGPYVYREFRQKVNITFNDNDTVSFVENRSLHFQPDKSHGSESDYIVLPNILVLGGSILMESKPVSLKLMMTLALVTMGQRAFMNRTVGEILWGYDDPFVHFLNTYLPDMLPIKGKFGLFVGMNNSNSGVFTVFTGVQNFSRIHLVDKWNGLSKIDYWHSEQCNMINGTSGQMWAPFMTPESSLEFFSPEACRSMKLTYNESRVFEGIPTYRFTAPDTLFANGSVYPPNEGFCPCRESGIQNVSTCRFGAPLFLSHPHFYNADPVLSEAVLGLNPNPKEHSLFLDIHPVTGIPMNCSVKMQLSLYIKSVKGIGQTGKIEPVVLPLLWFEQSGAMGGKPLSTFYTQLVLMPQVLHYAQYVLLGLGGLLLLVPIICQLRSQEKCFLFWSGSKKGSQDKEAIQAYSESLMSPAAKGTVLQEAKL
CDK5 p35 inh: CDK5/p35 (human) kinase inhibition; Q00535+Q15078; Recombinant CDK5/p35, ADP-Glo luminescence, 60 min; inhibition, % at 10 µM; 330,000 compounds, 0.01% hits;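 active means highest replicate inhibition of at least 50% and at least 75% of replicates reaching 50%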;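 further: plate controls were DMSO neutral control for no effect and GW8510 at 10 µM for full effect; many of its hits are not listed in these tables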
HTR5A inv ag: inverse agonist of human HTR5A in OPRM1-OPRD1 counter-screen | 340,000 compounds, 0.083% hits | inhibition, % at 9.3 µM | HTR5A cell line, luminescence, inverse agonism; in the data active means inhibition mostly above about 23%, no sharp cut-off; inactive means mostly below about 18%;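 further: 0% = cells with DMSO and 100% = no-cell wells with DMSO; some compounds called inactive have numbers as strong as hits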
Target sequence (P47898 whole entry, looked up): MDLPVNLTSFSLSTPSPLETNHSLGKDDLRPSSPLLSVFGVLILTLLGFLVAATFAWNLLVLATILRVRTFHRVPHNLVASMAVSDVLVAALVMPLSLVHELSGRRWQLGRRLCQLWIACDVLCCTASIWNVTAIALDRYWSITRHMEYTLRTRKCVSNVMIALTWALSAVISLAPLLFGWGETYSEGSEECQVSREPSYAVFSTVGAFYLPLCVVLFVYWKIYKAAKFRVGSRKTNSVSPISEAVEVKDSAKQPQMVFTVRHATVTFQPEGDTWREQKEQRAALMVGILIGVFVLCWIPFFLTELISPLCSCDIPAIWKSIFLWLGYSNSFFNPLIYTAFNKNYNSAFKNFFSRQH
HTR5A ag: counter-screen for OPRM1-OPRD1 agonists: human HTR5A agonism. 340,000 compounds, 0.61% hits. HTR5A agonist assay, luminescence, cell-based. activation, % at 9.3 µM. AID 504692; in the data active means activation mostly above about 9.5%, no sharp cut-off; inactive means mostly below about 7.6%;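 further: 0% = cells with vehicle only and 100% = reference agonist; strong numbers were not always called active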
V-ATPase pH: regulators of yeast V-ATPase proton transport; S. cerevisiae, pHLuorin cytosolic pH fluorescence; response, % at 10 µM; 350,000 compounds, 0.37% hits; AID 504577; in the data active means response mostly above about 7.3%, no sharp cut-off; inactive means mostly below about 5.4%; further: actives read high; inactives centre near 0; some compounds called inactive have numbers as strong as hits; reference of the scale not given here
Wnt act: activators of Wnt/beta-catenin signaling. Wnt/beta-catenin reporter cell assay, activator, plate reader. activation, % at 9.35 µM. 300,000 compounds, 1.2% hits; in the data active means activation above about 30%, passing the limit was not always enough;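 further: 0% = neutral control wells and 100% = positive control wells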
PvdQ inh: P. aeruginosa PvdQ acylase inhibition. 340,000 compounds, 0.063% hits. purified PvdQ acylase, fluorescence plate reader. inhibition, % at 10 µM. AID 488965; in the data active means inhibition above about 30%, passing the limit was not always enough;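 further: 0% = vehicle neutral wells and 100% = reference inhibitor wells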
MITF act: activators of MITF-driven TRPM1 promoter activity in SK-MEL-5 cells; SK-MEL-5 TRPM1-promoter luciferase, 24 h; % of positive control, neutral wells = 0; activation, % at 12.5 µM; 300,000 compounds, 0.75% hits; AID 588334;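 active means mean activation of at least 80% with every replicate also reaching 80%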;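 further: 0% = neutral control wells and 100% = parthenolide positive control wells; values of inactives mirror those of a sister screen read the other way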
NSD2 HMT inh: inhibitors of human histone methyltransferase NSD2; O96028; NSD2 peptide methylation, AlphaScreen, 120 min; inhibition, % at 12.5 µM; 310,000 compounds, 0.54% hits; in the data active means inhibition above about 50%
dFosB act: enhances mouse delta FosB homodimer DNA binding. P13346. purified delta FosB, TAMRA-CDK5 oligo fluorescence polarization; percent of positive-control signal above neutral wells. activation, % at 25 µM. 340,000 compounds, 0.99% hits. AID 493131;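 active means mean activation above about 17%, with every replicate also reaching it, limit read from the data, passing the limit was not always enough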;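 further: fluorescence polarization rise as delta FosB binds a TAMRA Cdk5 AP-1 oligo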
* marks the source's active call; other numbers are inactive results; . = no result given.

Abbreviations: A = SR-BI DiI inh; B = CDK5 p35 inh; C = HTR5A inv ag; D = HTR5A ag; E = V-ATPase pH; F = Wnt act; G = PvdQ inh; H = MITF act; I = NSD2 HMT inh; J = dFosB act
> O=C(c1cc2ccccc2oc1=O)N(Cc1ccccc1F)C1CCS(=O)(=O)C1 (stereo not given)
  A: -3 | B: 0.1 | C: -1 | D: 2 | E: 1 | F: 7 | G: -3 | H: 41 | I: 2 | J: -11

> CCn1nnnc1SCC(=O)c1ccc(C)cc1
  A: -28 | B: 0.6 | C: -31 | D: 3 | E: -1 | F: 18 | G: 3 | H: 52 | I: 0 | J: 0

> CC1CCCC(NC(=O)COC(=O)CCSc2ccccc2)C1C (stereo not given)
  A: -12 | B: 0.9 | C: 5 | D: 2 | E: 2 | F: 1 | G: -7 | H: -5 | I: 4 | J: -12

> CC1(C)CC(=O)C2=C(C1)N(c1ccccc1)C(=O)C2(O)C(F)(F)F (stereo not given)
  A: -28 | B: -0.5 | C: -4 | D: -2 | E: -1 | F: -4 | G: -4 | H: -4 | I: -4 | J: -1

> CCOc1ccc2[nH]cc(C(=O)NCc3ccccc3)c(=O)c2c1
  A: 6 | B: 0.1 | C: 3 | D: -1 | E: -1 | F: -1 | G: -6 | H: 7 | I: 3 | J: -42

> Cc1ccc(C(=O)OCC(=O)Nc2ccc(C(N)=O)cc2)s1
  A: 18 | B: 0.4 | C: -11 | D: 4 | E: -1 | F: -3 | G: -14 | H: 6 | I: . | J: 2

> O=C1C(c2ccccc2)NC(=S)N1C1CCCCC1 (stereo not given)
  A: -28 | B: 0.8 | C: 3 | D: 6 | E: 0 | F: -1 | G: -10 | H: 7 | I: 8 | J: -9

> O=S(=O)(NCc1cccc(C(F)(F)F)c1)NCc1ccccc1F
  A: -8 | B: -0.5 | C: 1 | D: -1 | E: -1 | F: -4 | G: -17 | H: 5 | I: -3 | J: -1

> O=C1CCCN1c1ccc(S(=O)(=O)Oc2cccc(Cl)c2)cc1[N+](=O)[O-]
  A: 54 | B: 1.4 | C: -12 | D: -4 | E: -1 | F: 1 | G: -10 | H: 15 | I: 2 | J: -3

> O=C(COc1ccccc1Cl)NNC(=O)c1ccc2c(=O)n3c(nc2c1)CCC3
  A: -2 | B: 1.3 | C: 11 | D: -4 | E: -4 | F: 1 | G: 4 | H: -4 | I: 1 | J: 1

> CC1=C(C(=O)OCC2CCCCC2)C(c2ccc(F)cc2)NC(=O)N1 (stereo not given)
  A: 6 | B: -2.4 | C: 8 | D: 10 | E: 0 | F: 0 | G: -11 | H: . | I: . | J: -13

> Brc1ccc(-c2noc(CCc3ccccc3)n2)cc1
  A: -7 | B: -1.9 | C: 12 | D: 0 | E: -4 | F: 2 | G: 5 | H: 20 | I: -5 | J: 5

> CCc1ccc(/C=C(\Cl)c2nc3cc(Cl)ccc3c(=O)[nH]2)cc1
  A: -8 | B: -1.1 | C: 15 | D: -4 | E: 3 | F: . | G: -6 | H: 10 | I: -3 | J: -4

> O=C(O)c1ccc(/C=C/c2nc3sc4c(c3c(=O)[nH]2)CCC4)cc1
  A: -27 | B: 5.3 | C: -24 | D: -1 | E: 4 | F: 4 | G: -14 | H: 5 | I: . | J: -9

> Cc1ccc(C(=O)/C=C/c2ccccc2[N+](=O)[O-])cc1
  A: 6 | B: 4.7 | C: -10 | D: 4 | E: 2 | F: 50* | G: 7 | H: 44 | I: 6 | J: -7

> CCc1ccc(/C=C/C(=O)c2ccc(N3CCOCC3)cc2)cc1
  A: 8 | B: 0.3 | C: -8 | D: 3 | E: 2 | F: 9 | G: -13 | H: 13 | I: -1 | J: -7

> CCn1c(SCc2ccccc2)nnc1C1CCCCC1
  A: -18 | B: -1.7 | C: 26 | D: 1 | E: 0 | F: . | G: -18 | H: -9 | I: -1 | J: 1

> COC(Cn1c(-c2cccc(S(=O)(=O)N(C)C)c2)n[nH]c1=S)OC
  A: -13 | B: -8.1 | C: 8 | D: -3 | E: 1 | F: -3 | G: -7 | H: 4 | I: -1 | J: -1

> COc1ccc(C(=O)NNC(=O)CN2CCC(n3nnc4cc(C(F)(F)F)ccc43)CC2)cc1
  A: 4 | B: 0.7 | C: -19 | D: 0 | E: -3 | F: -5 | G: -4 | H: -3 | I: . | J: 0

> CC(C)CC[n+]1ccn(C2=C([O-])c3ccccc3C(=O)/C2=N\S(=O)(=O)c2ccccc2)c1
  A: 37 | B: 0.8 | C: 8 | D: 4 | E: 1 | F: . | G: -10 | H: -90 | I: 7 | J: -4

> Nc1c(Sc2ccccc2)c(=O)[nH]c(=O)n1Cc1ccccc1
  A: 14 | B: 1.8 | C: 8 | D: -3 | E: 0 | F: -2 | G: 2 | H: 4 | I: -4 | J: -1

> CCN1CCN(CCNC(=O)Nc2ccc([N+](=O)[O-])cc2)CC1
  A: -11 | B: -1.1 | C: -5 | D: 2 | E: 0 | F: 1 | G: -6 | H: -5 | I: 1 | J: 0

> COc1cc(/C=C2\SC(N3CCC(C)CC3)=NC2=O)ccc1O
  A: 16 | B: 1.9 | C: -4 | D: 1 | E: -1 | F: 7 | G: -13 | H: -1 | I: 18 | J: -13

> O=C(Nc1ccc([N+](=O)[O-])cc1)Nn1cnnc1
  A: -30 | B: 0.0 | C: 0 | D: -3 | E: 3 | F: -1 | G: 6 | H: 3 | I: 2 | J: 0

> COCC(=O)NNC(=O)Cc1ccc(Cl)cc1
  A: -10 | B: -0.1 | C: -3 | D: 1 | E: 0 | F: 0 | G: -14 | H: 2 | I: -3 | J: 3

Other structures.
Each structure is followed by: SR-BI DiI inh	CDK5 p35 inh	HTR5A inv ag	HTR5A ag	V-ATPase pH	Wnt act	PvdQ inh	MITF act	NSD2 HMT inh	dFosB act
> Nc1ccc(-n2nc(C(F)(F)F)cc2C(F)(F)F)cc1
  27	0.3	-17	7	-3	29	-14	-1	17	-5
> CC(C)NC(=O)c1cnc(Sc2ncc(C(F)(F)F)cc2Cl)n1C
  -10	2.0	-23	8	-2	7	9	0	0	-9
> N#CC1=C(N)C(C#N)(C#N)C2(CCC3(CC2)OCCO3)C2CC3(CC=C12)OCCO3 (stereo not given)
  -28	-2.9	9	6	8	.	5	-3	-2	-3
> CCc1nnc(SCC(=O)Nc2ccc3c(c2)OCO3)o1
  -10	1.0	1	1	-1	.	-13	-6	0	-8
> COc1ccc(-n2cc(CNCc3cnc4ccccn34)c(-c3cccc(F)c3)n2)cc1
  25	-0.3	6	3	3	0	-7	32	-2	1
> CC1CC1C(=O)N(C)CC(=O)Nc1ccccc1Br (stereo not given)
  3	-1.0	-8	0	-3	1	-11	-2	-4	7
> O=C(O)C1CC1C(=O)N1CCN(c2ccc(Cl)c(Cl)c2)CC1 (stereo not given)
  -4	-0.9	15	-4	-1	-3	1	-4	-2	2
> Cc1ccc(NS(=O)(=O)c2ccc(C(=O)N3CCN(c4ncccn4)CC3)cc2)cc1
  2	0.3	-21	7	2	-7	-10	-23	6	-6
> CC(=O)NC(Cc1cc(C)ccc1C)C(=O)N1CCN(C(=O)c2ccc([N+](=O)[O-])cc2)CC1 (stereo not given)
  17	-0.4	3	-1	-5	1	-8	-3	7	-4
> COC(=O)c1sc(-c2cccs2)cc1N
  -6	1.3	10	3	3	25	-3	.	4	-1
> O=C(CCc1ccccc1)NNC(=O)Cc1ccc(Cl)cc1
  11	-0.6	-12	4	-1	-2	-12	6	2	0
> CCOC(=O)CC(=O)CSc1nc2nc(C)cc(C)n2n1
  -10	1.3	0	-5	-4	.	-16	-6	-2	-6
> Cn1cccc1/C=C1\SC(=S)N(NC(=O)c2ccccc2Cl)C1=O
  0	1.4	14	-3	3	.	1	-4	9	-8
> O=C1NC2(CCCCC2)N=C1c1ccc(Br)cc1
  -14	1.7	-12	3	1	.	-12	21	-6	-8
> CCOc1ccc(NC(=S)N(CCc2c(C)[nH]c3ccc(C)cc23)Cc2ccco2)cc1
  44	-1.2	-21	8	0	-6	-9	-6	.	-12
> Cc1cccc(NS(=O)(=O)c2ccc(C(C)(C)C)cc2)n1
  -35	0.0	9	-2	2	-4	-7	.	-1	-2
> Cc1ccc(OC(=O)COc2ccccc2)c(-n2nc3ccccc3n2)c1
  -16	-0.6	11	2	-1	55*	-5	37	-1	-1
> CCOC(=O)C(C)n1cnc2c1c(=O)[nH]c(=O)n2C (stereo not given)
  -13	-0.7	-21	3	4	.	15	3	-2	-3
> CSc1ccc(CN(C)CC(=O)N(C)CC(=O)Nc2ccccc2Br)cc1
  7	1.3	-1	0	-4	2	6	0	-3	3
> O=C(CCc1nc2ccccc2c(=O)[nH]1)Nc1nnc(SCc2ccc(F)cc2)s1
  -5	0.3	-17	3	6	-4	-12	4	-1	90*
> S=c1[nH]ccn1-c1cccc(Cl)c1
  3	2.2	-17	7	-3	2	4	-4	.	2
> Cn1c(=O)c2c(ncn2CC(=O)NC(C)(C)C)n(C)c1=O
  -10	1.2	.	.	1	-2	-6	-12	1	3
> O=C(COC(=O)c1ccc2c(c1[N+](=O)[O-])C(=O)c1ccccc1C2=O)NC1CC1
  8	-0.1	6	-2	-5	-1	-14	-32	3	1
> Cc1ccc(C(=O)N/C(=C\c2cccs2)C(=O)NCCc2c[nH]c3ccccc23)cc1
  18	-2.1	-46	15*	-4	.	0	-5	-2	-4
> CCOc1ccc(OCCN2C(=O)c3ccccc3C2=O)cc1
  -3	-0.4	-10	-3	1	2	-13	75	1	-1

A draw from above in order of SMILES length, low to high:
Each structure is followed by: SR-BI DiI inh	CDK5 p35 inh	HTR5A inv ag	HTR5A ag	V-ATPase pH	Wnt act	PvdQ inh	MITF act	NSD2 HMT inh	dFosB act
> S=c1[nH]ccn1-c1cccc(Cl)c1
  3	2.2	-17	7	-3	2	4	-4	.	2
> CC1CC1C(=O)N(C)CC(=O)Nc1ccccc1Br (stereo not given)
  3	-1.0	-8	0	-3	1	-11	-2	-4	7
> CCc1nnc(SCC(=O)Nc2ccc3c(c2)OCO3)o1
  -10	1.0	1	1	-1	.	-13	-6	0	-8
> Cc1cccc(NS(=O)(=O)c2ccc(C(C)(C)C)cc2)n1
  -35	0.0	9	-2	2	-4	-7	.	-1	-2
> Cn1c(=O)c2c(ncn2CC(=O)NC(C)(C)C)n(C)c1=O
  -10	1.2	.	.	1	-2	-6	-12	1	3
> O=C(O)C1CC1C(=O)N1CCN(c2ccc(Cl)c(Cl)c2)CC1 (stereo not given)
  -4	-0.9	15	-4	-1	-3	1	-4	-2	2
> Cc1ccc(OC(=O)COc2ccccc2)c(-n2nc3ccccc3n2)c1
  -16	-0.6	11	2	-1	55*	-5	37	-1	-1
> CSc1ccc(CN(C)CC(=O)N(C)CC(=O)Nc2ccccc2Br)cc1
  7	1.3	-1	0	-4	2	6	0	-3	3
> CCOc1ccc(NC(=S)N(CCc2c(C)[nH]c3ccc(C)cc23)Cc2ccco2)cc1
  44	-1.2	-21	8	0	-6	-9	-6	.	-12
> CC(=O)NC(Cc1cc(C)ccc1C)C(=O)N1CCN(C(=O)c2ccc([N+](=O)[O-])cc2)CC1 (stereo not given)
  17	-0.4	3	-1	-5	1	-8	-3	7	-4
